Bioassay records from PubChem.
ROC1-CUL1 inh – blocks human RBX1-Cullin-1 di-ubiquitin formation; P62877+Q13616; in vitro K48 di-Ub FRET, acceptor:donor ratio, 45 min; inhibition, % at 10 µM; 140,000 tested, 0.6% active; AID 1347404; in the data active = inhibition above about 25%
Target sequence (P62877 whole entry, looked up): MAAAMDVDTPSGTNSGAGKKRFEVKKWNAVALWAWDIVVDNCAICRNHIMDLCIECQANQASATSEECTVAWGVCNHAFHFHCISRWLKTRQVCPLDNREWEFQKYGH
Target sequence (Q13616 whole entry, looked up): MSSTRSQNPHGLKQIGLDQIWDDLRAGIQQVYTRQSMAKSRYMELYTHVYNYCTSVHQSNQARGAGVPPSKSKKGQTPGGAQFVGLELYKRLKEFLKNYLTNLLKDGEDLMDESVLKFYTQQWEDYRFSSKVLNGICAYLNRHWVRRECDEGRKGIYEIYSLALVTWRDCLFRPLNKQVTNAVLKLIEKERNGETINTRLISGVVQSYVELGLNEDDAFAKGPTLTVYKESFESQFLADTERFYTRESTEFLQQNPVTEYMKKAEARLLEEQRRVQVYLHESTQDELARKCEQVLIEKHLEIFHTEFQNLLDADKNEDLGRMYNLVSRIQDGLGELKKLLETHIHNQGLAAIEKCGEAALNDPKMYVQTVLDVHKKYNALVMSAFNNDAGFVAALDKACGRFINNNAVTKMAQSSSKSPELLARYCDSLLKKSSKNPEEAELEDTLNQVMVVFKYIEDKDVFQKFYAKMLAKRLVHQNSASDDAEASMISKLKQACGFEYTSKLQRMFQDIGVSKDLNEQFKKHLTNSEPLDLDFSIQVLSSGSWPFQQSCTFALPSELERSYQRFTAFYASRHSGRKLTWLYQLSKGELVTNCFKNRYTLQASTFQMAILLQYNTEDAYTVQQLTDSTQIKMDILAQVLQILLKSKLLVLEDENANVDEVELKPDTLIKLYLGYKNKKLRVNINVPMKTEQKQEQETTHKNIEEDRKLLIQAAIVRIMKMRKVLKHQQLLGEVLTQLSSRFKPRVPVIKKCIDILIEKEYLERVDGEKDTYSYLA
An asterisk follows results filed as active. Some of the compounds tested; rates above refer to the full screens.

| molecule | ROC1-CUL1 inh |
| --- | --- |
| CN(C)c1ccc(-n2nc3ccc(NC(=O)c4ccc(C(C)(C)C)cc4)cc3n2)cc1 | -4.8 |
| Cc1ccc(-n2nc(C(=O)NCCc3cccc(C)c3)c3c4ccccc4n(C)c3c2=O)cc1 | 0.6 |
| COc1cccc(CNC(=O)CN2C(=O)CSc3ccc(S(=O)(=O)N(C)C)cc32)c1 | 8.0 |
| N#Cc1cn(CC(=O)NCc2ccc3c(c2)OCO3)c2ccccc12 | -11.7 |
| CCn1c(/C=C/c2ccc(OC)cc2)nc2ccccc2c1=O | 1.6 |
| O=C(Nc1ccc2c(c1)OCCO2)c1cc(S(=O)(=O)N2CCSCC2)ccc1Cl | 0.6 |
| COC(=O)C1C=CC(c2ccccc2)C1c1ccccc1 (stereo unspecified) | 0.2 |
| Cc1cc(C)cc(-n2c(SCC(=O)N3CCc4ccccc43)nc3c([nH]c4ccccc43)c2=O)c1 | -3.4 |
| CC(C)(C)c1nc(CN2CCCCC2)cc(CN2CCCCC2)c1O | 11.1 |
| COc1ccc(CCNC(=O)c2c(F)c(F)c(F)c(F)c2F)cc1 | 7.1 |

The final five records of the part above come first, to join the parts:
| molecule | ROC1-CUL1 inh |
| --- | --- |
| O=C(Nc1ccc2c(c1)OCCO2)c1cc(S(=O)(=O)N2CCSCC2)ccc1Cl | 0.6 |
| COC(=O)C1C=CC(c2ccccc2)C1c1ccccc1 (stereo unspecified) | 0.2 |
| Cc1cc(C)cc(-n2c(SCC(=O)N3CCc4ccccc43)nc3c([nH]c4ccccc43)c2=O)c1 | -3.4 |
| CC(C)(C)c1nc(CN2CCCCC2)cc(CN2CCCCC2)c1O | 11.1 |
| COc1ccc(CCNC(=O)c2c(F)c(F)c(F)c(F)c2F)cc1 | 7.1 |
| CCCN(CCC)S(=O)(=O)c1ccc(NC(=O)Cc2ccc(OC)cc2)cc1 | -1.5 |
| C(=C\c1cccs1)/c1ccncc1 | 6.9 |
| CCOC(=O)C1C(c2ccccc2)=NC(=O)NC1c1ccc(OCC#N)c(OC)c1 (stereo unspecified) | 5.6 |
| COC(=O)c1ccc(COc2cccc3ccccc23)o1 | -2.2 |
| S=c1[nH]nc(COc2ccc(Cl)cc2)n1-c1ccc(Cl)cc1 | 0.1 |
| O=C(/C=C/c1ccco1)c1c(-c2ccccc2)c2cc(Br)ccc2[nH]c1=O | 1.4 |
| COC(=O)C1=NN[C@H](C(=O)OC)[C@H]1c1ccccc1 | 4.6 |
| c1ccc2c(c1)NC13CCCCC21CCN3 (stereo unspecified) | 8.0 |
| CCOC(=O)c1[nH]ncc1CN1CCOC(Cc2ccc(OC)cc2)C1 (stereo unspecified) | -0.9 |
| CCCN1C(=O)C(NC(C)=O)c2c(Cl)ccc(Cl)c21 (stereo unspecified) | 1.6 |

Some of the entries above, set out differently:
CCCN1C(=O)C(NC(C)=O)c2c(Cl)ccc(Cl)c21 (stereo unspecified)
  ROC1-CUL1 inh: 1.6
COC(=O)C1=NN[C@H](C(=O)OC)[C@H]1c1ccccc1
  ROC1-CUL1 inh: 4.6
C(=C\c1cccs1)/c1ccncc1
  ROC1-CUL1 inh: 6.9

Four neighbouring entries already listed, for reference:
| molecule | ROC1-CUL1 inh |
| --- | --- |
| CCCN(CCC)S(=O)(=O)c1ccc(NC(=O)Cc2ccc(OC)cc2)cc1 | -1.5 |
| C(=C\c1cccs1)/c1ccncc1 | 6.9 |
| CCOC(=O)C1C(c2ccccc2)=NC(=O)NC1c1ccc(OCC#N)c(OC)c1 (stereo unspecified) | 5.6 |
| COC(=O)c1ccc(COc2cccc3ccccc23)o1 | -2.2 |

Next section.
| molecule | ROC1-CUL1 inh |
| --- | --- |
| CCN(CC1CCCO1)C1CCN(c2cccc(NC(=O)c3ccccc3OC)c2)CC1 (stereo unspecified) | -1.0 |
| Clc1ccc(Nc2nc(-c3ccccc3Cl)nc3ccccc23)c(Cl)c1 | -8.6 |
| CCCCC(=Nc1ccccc1C)C1C(=O)CC(c2ccccc2)CC1=O (stereo unspecified) | 7.1 |
| CCC(=O)NC(Nc1nc2ccc(S(C)(=O)=O)cc2s1)(C(F)(F)F)C(F)(F)F | 14.0 |
| CC1CN(CC(O)COCC23CC4CC(CC(C4)C2)C3)CC(C)O1 (stereo unspecified) | 1.9 |
| Cc1ccc(S(=O)(=O)N(CCc2ccccc2)CC(=O)NCc2ccccc2Cl)cc1 | 4.5 |
| CCn1ccnc1CN(C)CC1CCCN(CCc2ccc(OC)cc2)C1 (stereo unspecified) | -5.9 |
| Cc1ccccc1-c1nnn(CC(=O)Nc2sc3c(c2C#N)CCC(C(C)(C)C)C3)n1 (stereo unspecified) | 1.7 |
| OCC1(CCCc2ccccc2)CCN(C2CCSC2)CC1 (stereo unspecified) | -3.0 |
| C=C(C)COc1ccc(C(=O)N2CCN(c3ccc(OC)cc3)CC2)cc1 | -1.3 |
| C=CCc1ccc(NC(C)=O)cc1O | 4.3 |
| CCS(=O)(=O)Nc1cccc(N2CCC(NC(C)c3ccccc3Cl)CC2)c1 (stereo unspecified) | -2.5 |
| CCN1CCN(c2nc(C)c(Cc3cccc(Cl)c3)c(=O)[nH]2)CC1 | -0.4 |
| COc1cc(/C=N/NC(=O)CC#N)ccc1OCC(C)C | 7.1 |
| Cc1ccccc1NC(=O)CSc1nc(-c2ccccc2C)nc2cc(=O)[nH]n12 | 0.1 |
| Cn1c(CSC(=N)N)c(Cl)c(=O)n1-c1ccccc1 | 20.4 |
| Cc1nc(CN(C)C(=O)c2cnn(-c3ncc(C)c(-c4ccc(F)cc4)n3)c2C(C)C)cs1 | 1.7 |
| Cc1c(C(=O)NC2CC2)sc2ncnc(N3CCCCCCC3)c12 | 1.6 |
| Cc1ccc(C(=O)Nc2nnc(S(=O)(=O)N3CCOCC3)s2)cc1 | -1.5 |
| CCc1ccc(S(=O)(=O)Nc2ccc(-c3ccc(N4CCCCCC4)nn3)cc2)cc1 | -1.6 |
| CC1CCN(C(=O)CSc2nc(-c3ccc(C(C)C)cc3)no2)CC1 | -1.2 |
| CCC(Oc1ccccc1)C(=O)NCc1ccc(S(N)(=O)=O)cc1 (stereo unspecified) | 9.0 |
| Cc1ccc(OCC(=O)N=C2C(=O)N(c3ccccc3)N(C)C2C)cc1 (stereo unspecified) | -4.4 |
| COc1cccc(NS(=O)(=O)c2ccc3c(c2)N(C)C(=O)CC(=O)N3C)c1 | 2.2 |
| Cc1nn(CCC(=O)NCc2cccc(Br)c2)c(=O)c2nn(-c3ccccc3)c(C)c12 | -8.6 |
| CC12CCC(C(=O)Nc3ccc(Cl)cc3)(C1Br)C2(C)C (stereo unspecified) | -1.0 |
| CCN(CC)CC(C)OC(=O)c1ccc(Cl)cc1Cl (stereo unspecified) | -3.9 |
| O=C(Nc1ccc(Oc2ccccc2)nc1)C1CCCCN1C1CCC1 (stereo unspecified) | -2.4 |
| CN(CCC(=O)NCC1Cc2cc(-c3cnc4ccccc4c3)cc(F)c2O1)C1CCS(=O)(=O)C1 (stereo unspecified) | 4.2 |
| O=[N+]([O-])c1c(Cl)cc(Cl)c2ncsc12 | 3.9 |
| CCN(CC)CCN(C)C(=O)CCc1nnc(-c2ccc(C)s2)o1 | 5.6 |
| Cc1ccc(OCC(O)CN2CC(C)CC(C)C2)cc1 (stereo unspecified) | -13.1 |
| Cc1cccc(CN2CCCC3(CCN(C4CCOCC4)C3)C2)c1 (stereo unspecified) | 0.1 |
| OCc1ccc(Sc2ccc(Cl)cc2)s1 | 0.9 |
| Cc1sc2nc(SCc3nc4ccccc4[nH]3)n(-c3ccc(Cl)c(Cl)c3)c(=O)c2c1C | 3.8 |
| Cc1ccc(C)c(NC(=O)C2CCCN2S(=O)(=O)c2ccc3c(c2)n(C)c(=O)c(=O)n3C)c1 (stereo unspecified) | 2.5 |
| COc1ccc(C2CC(C(F)(F)F)n3nc(C(=O)Nc4cccc(C(F)(F)F)c4)c(Cl)c3N2)cc1 (stereo unspecified) | -12.1 |
| Cc1ccc(-n2nc(C)c3c(C)cc(=O)n(CC(=O)NCc4ccc(OC(C)C)cc4)c32)cc1 | -6.2 |
| CCC(C)c1ccc2oc(-c3cccc(NC(=S)NC(C)=O)c3)nc2c1 (stereo unspecified) | 11.2 |
| c1ccc2c[n+](Cc3nc4ccccc4[nH]3)ccc2c1 | 9.7 |

4 of the entries above in order of the ROC1-CUL1 inh value, largest number first.
| molecule | ROC1-CUL1 inh |
| --- | --- |
| Cc1ccc(C)c(NC(=O)C2CCCN2S(=O)(=O)c2ccc3c(c2)n(C)c(=O)c(=O)n3C)c1 (stereo unspecified) | 2.5 |
| OCc1ccc(Sc2ccc(Cl)cc2)s1 | 0.9 |
| Cc1cccc(CN2CCCC3(CCN(C4CCOCC4)C3)C2)c1 (stereo unspecified) | 0.1 |
| Cc1ccc(OCC(O)CN2CC(C)CC(C)C2)cc1 (stereo unspecified) | -13.1 |

Following part
| molecule | ROC1-CUL1 inh |
| --- | --- |
| C=CC(=O)N1CN(C(=O)C=C)CN(C(=O)C=C)C1 | -4.6 |
| Cc1cc(C)[n+](C)n1-c1ccccc1 | -2.1 |
| O=C(c1cscn1)N1CCC(n2cc(-c3ccc(F)cc3)nn2)CC1 | 2.9 |
| Cc1nn(C(=O)c2ccc([N+](=O)[O-])cc2[N+](=O)[O-])c(C)c1Cl | -4.9 |
| Cc1ccc(-n2nc3c(N4CCC(C(=O)NC(C)c5ccccc5)CC4)nnc(C)c3c2C)cc1 (stereo unspecified) | -16.3 |
| O=C(CCSc1nc(-c2ccco2)cc(C(F)(F)F)n1)Nc1cccc(O)c1 | 2.7 |
| O=C1CC(N2CCN(c3ccc(F)cc3)CC2)=NC(=O)N1c1ccc(Br)cc1 | -3.6 |
| COc1cc(CC2(CCC(=O)NCCc3nc4ccc(Cl)cc4[nH]3)CCC(=O)N2)ccc1F (stereo unspecified) | 5.1 |
| CCCCN(CC)CCNC(=O)c1cc2c(-c3ccc(Cl)cc3)nn(C)c2s1 | 3.2 |
| COC(=O)[C@@H]1CCCN1C(=O)Cc1ccc(N2CCC(NCCc3cccs3)CC2)cc1 | 6.9 |
| CCn1nc(C)c(CNC(=O)CN2Cc3ccccc3OC(c3ccsc3)C2)c1C (stereo unspecified) | -0.9 |
| CCCCC(=O)N(c1ccc2oc(C)c(C(C)=O)c2c1)S(=O)(=O)c1ccccc1 | -2.4 |
| CCC1NC2(C(=O)N(C)c3ccccc32)C2C(=O)N(Cc3ccccc3)C(=O)C12 (stereo unspecified) | 3.3 |
| Cc1ccc2nc(SCc3cn4c(C)cc(C)nc4n3)[nH]c2c1 | -0.7 |
